Compound activity: PubChem, several laboratories
L major viab: Leishmania major promastigote growth inhibition. Leishmania major promastigotes, resazurin fluorescence viability. inhibition, % at 10 µM. 9% of 200,000 active;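 note: promastigotes grown with compound for 44 hours at 28 °C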
PMI act satM6P: increases human PMI activity with near-saturating mannose 6-phosphate. coupled PMI enzyme assay, resazurin fluorescence, 20 min; active compounds read high; 1 = untreated enzyme, 0 = substrate-free blank. activation factor at 20 µM. 0.34% of 190,000 active. AID 1216;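 active = activation factor of 2 or more at 20 µM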
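Test system: human phosphomannose isomerase with PGI, G6PDH, diaphorase coupling enzymes; Amount: PMI at 15 ng/mL final; Reagent: Mannose-6-phosphate 1.0 mM (near-saturating) plus 0.22 mM NADP+; Timing: 20 min, room temperature; Technique: resorufin fluorescence at Ex 544/Em 590 nm; Dosing: 20 µM single dose.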
Diaph act CS: activates diaphorase or chemically reduces, flagging diaphorase assay artifacts; AID 1229; 0.005% of 190,000 active; activation factor at 20 µM; Diaphorase/resazurin coupled assay, resorufin fluorescence, 16 min; active compounds read high; 1 = vehicle wells, 0 = NADH-free wells;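 active = diaphorase activity raised at least twofold by the compound at 20 µM; inactive = activation factor below 2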
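Assay system: Purified diaphorase enzyme from Clostridium kluyveri | Amount: Enzyme 0.07 U/mL final | Dosing: Compound 20 µM once, DMSO 1% | Timing: 16 min reaction at room temperature | Detection: Fluorescence, excitation 544 nm and emission 590 nm | Evaluation: Higher resorufin formation from activation or reduction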
Hsp70 activator: Hsp70 transcriptional activation, primary screen; activation, % at 10 µM; 0.04% of 200,000 active; HeLa Hsp70 promoter luciferase reporter, luminescence; scaled: vehicle 0, proteasome-inhibitor control 100%;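 active = activation above the mean across all tested compounds plus 3 SD, cutoff set per campaign, cut at about 5.5% in these data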;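 note: 100% = MG132 at 30 µM as the positive control and 0% = DMSO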
Diaph inh CS: diaphorase inhibition or chemical oxidation counter-screen | AID 1217 | 0.69% of 190,000 active | diaphorase resazurin-to-resorufin fluorescence, NADH, 16 min; bacterial (C. kluyveri) enzyme, not human | inhibition, % at 20 µM;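 active = primary screen inhibition at 20 µM above a set limit, cut at about 50% in these data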;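 note: plate controls were DMSO with full reaction for no effect and wells lacking NADH for full effect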
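material = Clostridium kluyveri diaphorase enzyme | amount = 0.14 U/mL diaphorase, enzyme working solution | schedule = incubation 16 min, room temperature | detection = fluorescence of resorufin formed from resazurin, Ex 544/Em 590 nm | benchmarks = positive control minus NADH, DMSO neutral control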
RAM inhibit: blocks the yeast RAM network; S. cerevisiae dse1pr::URA3 reporter, 5-FOA growth OD615, 2 d; analog-sensitive cbk1-as2 kinase mutant strain; inhibition, % at 50 µM; 1.8% of 190,000 active; AID 868;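 active = inhibition above a set limit, 3 SD over mean compound inhibition, cut at about 8.4% in these data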;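 note: 0% = DMSO-only wells with no growth and 100% = 10 µM 1-NA-PP1 full growth; inhibition rescues growth on 5-FOA so higher OD means more RAM inhibition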
G6PDH counter: L. mesenteroides G6PDH inhibition counter-screen; inhibition, % at 5 µM; Purified L. mesenteroides G6PDH, diaphorase/resazurin coupled fluorescence, 45 min; AID 1020; 0.12% of 200,000 active
TLR4 MyD88 comp: inhibitors of human TLR4-MyD88 binding | O00206+Q99836 | HeLa CL3-4 TLR4/MyD88 BLA complementation, FRET ratio | inhibition, % at 8.4 µM | 0.18% of 200,000 active; in the data active = inhibition above about 25%;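 note: 0% = vehicle and 100% = reference inhibitor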
Target sequence (O00206 whole entry, looked up): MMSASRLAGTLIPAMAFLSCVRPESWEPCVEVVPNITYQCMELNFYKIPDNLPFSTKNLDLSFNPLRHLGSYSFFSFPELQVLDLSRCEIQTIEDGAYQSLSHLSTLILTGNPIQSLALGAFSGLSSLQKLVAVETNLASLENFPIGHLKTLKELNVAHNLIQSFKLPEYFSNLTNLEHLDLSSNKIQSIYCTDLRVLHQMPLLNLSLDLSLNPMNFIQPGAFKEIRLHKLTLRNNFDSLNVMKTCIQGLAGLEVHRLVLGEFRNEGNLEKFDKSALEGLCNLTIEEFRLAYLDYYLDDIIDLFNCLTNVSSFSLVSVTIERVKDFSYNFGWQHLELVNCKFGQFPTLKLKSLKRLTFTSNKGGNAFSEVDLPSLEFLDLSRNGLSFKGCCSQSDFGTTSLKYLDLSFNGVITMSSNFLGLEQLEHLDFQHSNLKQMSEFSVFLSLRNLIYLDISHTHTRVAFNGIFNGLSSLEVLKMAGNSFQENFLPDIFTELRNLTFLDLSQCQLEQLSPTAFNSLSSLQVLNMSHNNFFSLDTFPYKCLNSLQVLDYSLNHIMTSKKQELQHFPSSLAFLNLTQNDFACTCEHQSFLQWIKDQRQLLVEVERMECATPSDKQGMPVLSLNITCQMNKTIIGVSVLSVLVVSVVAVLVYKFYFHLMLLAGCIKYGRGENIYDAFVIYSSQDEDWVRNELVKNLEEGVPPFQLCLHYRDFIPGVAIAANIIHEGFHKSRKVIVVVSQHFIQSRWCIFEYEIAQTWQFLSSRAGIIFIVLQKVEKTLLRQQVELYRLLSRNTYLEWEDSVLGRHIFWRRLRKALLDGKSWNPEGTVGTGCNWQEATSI
Target sequence (Q99836 whole entry, looked up): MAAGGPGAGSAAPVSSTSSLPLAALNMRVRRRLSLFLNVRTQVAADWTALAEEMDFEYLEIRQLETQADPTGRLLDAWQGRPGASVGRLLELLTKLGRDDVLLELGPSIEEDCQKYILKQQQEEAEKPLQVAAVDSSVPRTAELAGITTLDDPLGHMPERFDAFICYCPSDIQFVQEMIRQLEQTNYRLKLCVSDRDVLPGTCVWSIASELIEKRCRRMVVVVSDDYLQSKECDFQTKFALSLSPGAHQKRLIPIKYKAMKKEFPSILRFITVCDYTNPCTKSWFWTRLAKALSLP
PMI activator: phosphomannose isomerase (human) activation; P34949; purified human PMI, coupled resazurin fluorescence, 20 min; active compounds read high; 1 = vehicle control, 0 substrate-free wells; activation factor at 20 µM; 0.005% of 190,000 active; AID 1214;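 active = activation factor of 2 or more at 20 µM, relative to plate controls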
S1P3 antag: blocks the human S1P3 receptor | Q99500 | CHO S1P3 NFAT-BLA reporter, FRET fluorescence, antagonist mode | inhibition, % at 4.98 µM | 0.27% of 170,000 active;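 active = inhibition above the plate cutoff, the mean inhibition of test wells on that plate plus 3 SD, cut at about 28% in these data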;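 note: cells challenged with S1P at its EC80 of 0.8 µM; blue over green emission ratio from cleaved BLA substrate after 4 h stimulation; 0% = S1P-stimulated wells and 100% = unstimulated DMSO-only wells; some compounds past the cut are filed as inactive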
DTT redox prof: compounds producing H2O2 with reducing agent – biochemical, NIH compound library profiling, artefact control for MLSCN library redox annotation, primary screen; DTT-dependent redox cycling H2O2, phenol red/HRP absorbance; 100% = 100 µM peroxide control, 0% = buffer; activation, % at 10 µM; 0.03% of 200,000 active; AID 878;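 active = activation of at least 50% relative to the plate's high and low controls in the primary single-dose screen; inactive = activation below 50%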;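 note: compound incubated with DTT at 0.8 mM final as the reducing agent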
Starred values were filed as active, the others as inactive. Cut-off read from the data, not from the text of the source, unless noted: active = inhibition above about 50%; inactive = the rest.

`O=C(CN1CCCc2ccccc21)NC(=O)NCc1ccco1` gave L major viab 11, PMI act satM6P 1.3, Diaph act CS 0.9, Hsp70 activator 0.4, Diaph inh CS 12, RAM inhibit 0.2, G6PDH counter 4, TLR4 MyD88 comp -10, PMI activator 1.1, S1P3 antag -18 and DTT redox prof 2.5.
`CCOC(=O)C1CCN(CCC(=O)Nc2cccc(Cl)c2C)CC1` gave L major viab 94*, PMI act satM6P 0.9, Diaph act CS 0.9, Hsp70 activator -0.2, Diaph inh CS 9, RAM inhibit 2.9, G6PDH counter 1, TLR4 MyD88 comp -1, PMI activator 0.9 and DTT redox prof -0.2.
CCOc1cc(CNCCO)cc(Br)c1OCc1ccccc1 was read as L major viab 75*, PMI act satM6P 1, Diaph act CS 0.9, Hsp70 activator 0.0, Diaph inh CS 12, RAM inhibit 0.8, G6PDH counter 0, TLR4 MyD88 comp 10, PMI activator 0.9, S1P3 antag 0 and DTT redox prof -0.1.
Cc1nn(-c2ccccc2)c2nc(N)c(C#N)c(-c3ccc(F)cc3)c12 was read as L major viab 18, PMI act satM6P 0.9, Diaph act CS 0.9, Hsp70 activator -0.1, Diaph inh CS 9, RAM inhibit 1.1, G6PDH counter 5, TLR4 MyD88 comp 1, PMI activator 0.9, S1P3 antag 12 and DTT redox prof 2.5.
For Cc1cc(OCC(=O)N2CCCCCC2)ccc1[N+](=O)[O-] the results were L major viab 48, PMI act satM6P 1.1, Diaph act CS 0.9, Hsp70 activator -0.1, Diaph inh CS 11, RAM inhibit 2.1, G6PDH counter 6, TLR4 MyD88 comp -13, PMI activator 1, S1P3 antag 4 and DTT redox prof 0.2.
COC(=O)Nc1ccc(SCC(=O)c2ccccc2)cc1 was read as L major viab 11, PMI act satM6P 1, Diaph act CS 0.8, Hsp70 activator 0.0, Diaph inh CS 17, RAM inhibit -0.9, G6PDH counter 0, TLR4 MyD88 comp -4, PMI activator 0.9, S1P3 antag -16 and DTT redox prof -1.0.
`Clc1ccc2nc(CSc3nc4ccccc4o3)cn2c1` gave L major viab 1, PMI act satM6P 0.9, Diaph act CS 0.8, Hsp70 activator -0.3, Diaph inh CS 18, RAM inhibit 0.5, G6PDH counter -20, TLR4 MyD88 comp -12, PMI activator 0.9 and DTT redox prof 0.7.
O=C(N/N=C/c1cccc(O)c1)c1csc2ccccc12 was read as L major viab 69*, PMI act satM6P 0.8, Diaph act CS 0.8, Hsp70 activator -0.3, Diaph inh CS 20, RAM inhibit -0.5, G6PDH counter 3, TLR4 MyD88 comp -5, PMI activator 0.7 and DTT redox prof 0.2.
CC1=CS(=O)(=O)CC1Sc1nc2ccccc2[nH]1 (stereo not drawn) was read as L major viab 12, PMI act satM6P 1.1, Diaph act CS 0.8, Hsp70 activator -0.1, Diaph inh CS 16, RAM inhibit 1.0, G6PDH counter 6, TLR4 MyD88 comp 0, PMI activator 1.2, S1P3 antag 5 and DTT redox prof -0.8.
`O=C(NCc1cccs1)C(Cc1ccccc1)n1cccc1` (stereo not drawn) gave L major viab -4, PMI act satM6P 0.8, Diaph act CS 0.9, Hsp70 activator -0.4, Diaph inh CS 14, RAM inhibit 1.0, G6PDH counter -14, TLR4 MyD88 comp -14, PMI activator 0.8, S1P3 antag 10 and DTT redox prof -0.4.
For COc1cccc(N/C(SCc2ccccc2Cl)=C(/C#N)C(=O)NCc2cccs2)c1 the results were L major viab 12, PMI act satM6P 1, Diaph act CS 0.9, Hsp70 activator -0.2, Diaph inh CS 12, RAM inhibit 16*, G6PDH counter -6, TLR4 MyD88 comp -9, PMI activator 0.9, S1P3 antag -11 and DTT redox prof -0.2.
Oc1ccc(Cl)cc1Cc1cc(Cl)ccc1O was read as L major viab -8, PMI act satM6P 0.9, Diaph act CS 0.9, Hsp70 activator -0.3, Diaph inh CS 12, RAM inhibit -1.2, G6PDH counter 19, TLR4 MyD88 comp -10, PMI activator 0.9, S1P3 antag -3 and DTT redox prof -0.2.
Screening CC(=O)OC1COC(N2CCc3cc(Br)c([N+](=O)[O-])cc32)C(OC(C)=O)C1OC(C)=O (stereo not drawn) returned L major viab 3, PMI act satM6P 1, Diaph act CS 0.9, Hsp70 activator 0.4, Diaph inh CS 7, RAM inhibit 1.5, G6PDH counter 0, TLR4 MyD88 comp 6, PMI activator 0.9 and DTT redox prof 0.1.
Screening O=C(NCCCN1CCC(Cc2ccccc2)CC1)C1CCC(=O)N1C1CCCC1 (stereo not drawn) returned L major viab -5, PMI act satM6P 0.9, Diaph act CS 0.9, Hsp70 activator -0.2, Diaph inh CS 12, RAM inhibit -0.1, G6PDH counter 14, TLR4 MyD88 comp -7, PMI activator 0.9, S1P3 antag -36 and DTT redox prof -0.6.
CCOC(=O)c1ccc(N2C(=O)CC(N3CCN(Cc4ccccc4)CC3)C2=O)cc1 (stereo not drawn) was read as L major viab -8, PMI act satM6P 1, Diaph act CS 0.9, Hsp70 activator -0.6, Diaph inh CS 10, RAM inhibit 1.2, G6PDH counter 10, TLR4 MyD88 comp 3, PMI activator 1, S1P3 antag 15 and DTT redox prof 1.8.
CCOc1ccccc1NC(=O)Cc1c(F)cccc1Cl was read as L major viab -3, PMI act satM6P 1, Diaph act CS 0.9, Hsp70 activator 0.0, Diaph inh CS 9, RAM inhibit 2.3, G6PDH counter -10, TLR4 MyD88 comp -6, PMI activator 1, S1P3 antag -2 and DTT redox prof 0.0.
For Cn1c(C(=O)O)cc2cc(F)ccc21 the results were L major viab -3, PMI act satM6P 1.1, Diaph act CS 1, Hsp70 activator -0.2, Diaph inh CS 0, G6PDH counter 3, TLR4 MyD88 comp -7, PMI activator 1, S1P3 antag 11 and DTT redox prof -1.4.
For COc1ccc(C(=O)Nc2cccc(NC(C)=O)c2)cc1OC the results were L major viab -10, PMI act satM6P 1.2, Diaph act CS 1, Hsp70 activator -0.5, Diaph inh CS 2, RAM inhibit 1.1, G6PDH counter 1, TLR4 MyD88 comp -11, PMI activator 1.2, S1P3 antag -15 and DTT redox prof 0.6.
For Cn1c(=O)c2c(nc(NCCCN3CCOCC3)n2Cc2ccc(Cl)c(Cl)c2)n(C)c1=O the results were L major viab 99*, Hsp70 activator 0.1, TLR4 MyD88 comp -13, S1P3 antag 15 and DTT redox prof -0.2.
Cc1cccc(Cn2c(O)c(N=NC(=S)Nc3ccccc3F)c3ccccc32)c1 was read as L major viab 97*, PMI act satM6P 1.1, Diaph act CS 1, Hsp70 activator -0.1, Diaph inh CS -1, RAM inhibit 4.8, G6PDH counter 3, TLR4 MyD88 comp 3, PMI activator 1.1, S1P3 antag -12 and DTT redox prof -1.7.

Looked up one by one from the list above (3):
For Cc1cc(OCC(=O)N2CCCCCC2)ccc1[N+](=O)[O-] the results were L major viab 48, PMI act satM6P 1.1, Diaph act CS 0.9, Hsp70 activator -0.1, Diaph inh CS 11, RAM inhibit 2.1, G6PDH counter 6, TLR4 MyD88 comp -13, PMI activator 1, S1P3 antag 4 and DTT redox prof 0.2.
COC(=O)Nc1ccc(SCC(=O)c2ccccc2)cc1 was read as L major viab 11, PMI act satM6P 1, Diaph act CS 0.8, Hsp70 activator 0.0, Diaph inh CS 17, RAM inhibit -0.9, G6PDH counter 0, TLR4 MyD88 comp -4, PMI activator 0.9, S1P3 antag -16 and DTT redox prof -1.0.
Cc1nn(-c2ccccc2)c2nc(N)c(C#N)c(-c3ccc(F)cc3)c12 was read as L major viab 18, PMI act satM6P 0.9, Diaph act CS 0.9, Hsp70 activator -0.1, Diaph inh CS 9, RAM inhibit 1.1, G6PDH counter 5, TLR4 MyD88 comp 1, PMI activator 0.9, S1P3 antag 12 and DTT redox prof 2.5.

(list continues)
Screening Cc1cc(NS(=O)(=O)c2ccc(NC(=O)c3ccoc3C)cc2)nc(C)n1 returned L major viab -5, PMI act satM6P 0.9, Diaph act CS 0.8, Hsp70 activator -0.3, Diaph inh CS 16, RAM inhibit 0.9, G6PDH counter 1, TLR4 MyD88 comp -4, PMI activator 0.9, S1P3 antag -14 and DTT redox prof -0.8.
`COc1ccc(-c2nc(-c3ccccc3)nc(Cl)c2C#N)cc1` gave L major viab 6, PMI act satM6P 1.1, Diaph act CS 1, Hsp70 activator 0.2, Diaph inh CS -2, RAM inhibit 4.6, G6PDH counter -1, TLR4 MyD88 comp 5, PMI activator 1.1 and DTT redox prof -8.1.
Screening CCC(C)[C@H](NC(=O)NCc1ccccc1Cl)C(=O)O (stereo partly drawn) returned L major viab -8, PMI act satM6P 1, Diaph act CS 0.9, Hsp70 activator -0.2, Diaph inh CS 5, RAM inhibit 2.3, G6PDH counter -3, TLR4 MyD88 comp -14, PMI activator 0.9, S1P3 antag 7 and DTT redox prof -1.4.
For O=C(CCC(=O)OCCCC(F)(F)C(F)(F)F)Nc1ccccc1 the results were L major viab -12, PMI act satM6P 0.9, Diaph act CS 0.8, Hsp70 activator 0.3, Diaph inh CS 16, RAM inhibit -0.5, G6PDH counter 4, TLR4 MyD88 comp -2, PMI activator 0.9, S1P3 antag -13 and DTT redox prof 1.7.
Cc1c(C(=O)OCC(=O)Nc2c(C)n(C)n(-c3ccccc3)c2=O)cccc1[N+](=O)[O-] was read as L major viab -6, PMI act satM6P 1.1, Diaph act CS 1, Hsp70 activator -0.1, Diaph inh CS -4, RAM inhibit 0.7, G6PDH counter 3, TLR4 MyD88 comp -2, PMI activator 1.1, S1P3 antag 5 and DTT redox prof -0.3.
`Cc1c(NC(=O)CN2C(=O)NC(C)(c3ccc4c(c3)OCCO4)C2=O)c(=O)n(-c2ccccc2)n1C` (stereo not drawn) gave L major viab -9, PMI act satM6P 1, Diaph act CS 0.9, Hsp70 activator -0.4, Diaph inh CS 8, RAM inhibit -0.3, G6PDH counter -11, TLR4 MyD88 comp 6, PMI activator 1, S1P3 antag 7 and DTT redox prof 0.5.
Screening Cc1nn(-c2ccccc2)c(N)c1-c1ccccc1 returned L major viab -7, PMI act satM6P 1, Diaph act CS 0.9, Hsp70 activator 0.0, Diaph inh CS 10, RAM inhibit -0.5, G6PDH counter 0, TLR4 MyD88 comp -2, PMI activator 1, S1P3 antag 1 and DTT redox prof 0.5.

Not a hit list; overall some 12% were active at least once.
